RNase H inhibition: RNase H inhibition, HIV 1 Gag Pol polyprotein, FRET biochemical assay, screening (AID 372); HIV-1 RT RNase H, FRET RNA/DNA substrate fluorescence; higher % means a stronger effect; 100,000 tested, 0.77% active; one-dose inhibition, % at 10 µM; IC50 in µM for titrated hits; in the data active = inhibition above about 50%
* marks the source's active call; other numbers are inactive results.

SMILES	RNase H inhibition
Cc1cc(C)n(-c2cc(N/N=C\c3ccc(Br)cc3)nc(C)n2)n1	0.0%
N/N=C(\c1ccccc1)C12CN3CN(CN(C3)C1)C2	20.0%
O=[N+]([O-])/C(C(Cl)=C(Cl)Cl)=C(/SCc1ccccc1)N1CCOCC1	1.0%
Cc1ccc(C(=O)CCNc2cccc(Cl)c2)o1	0.0%
COc1ccc(-c2nn(CN3CCOCC3)c(=S)o2)cc1	12.0%
CC(/C=C/C=C/c1ccccc1)=N/NC(=O)c1ccc(Br)cc1	18.0%
NS(=O)(=O)c1ccc(CCNC(=O)c2cccs2)cc1	4.0%
Clc1cccc(CN2CCc3c([nH]c4ccccc34)C2)c1	4.0%
CCOC(=O)c1ccc(Nc2nc3nonc3nc2NCc2ccco2)cc1	14.0%
COc1ccc(/C=C(/C#N)C(=O)Nc2ccccc2)cc1	4.0%
C=CCn1c(=O)c(C(=O)Nc2ccc(C(=O)OCCN(CC)CC)cc2)c(O)c2ccccc21	9.0%
CCc1nc(NC(=O)NS(=O)(=O)c2ccccc2C(=O)OC)nc(OC)n1	6.0%
Fc1ccc(N2CCN(C3CCC(c4ccccc4)CC3)CC2)cc1 (stereo not drawn)	10.0%
COc1cc(OC)c(OC)cc1CNCC1COc2ccccc2O1 (stereo not drawn)	2.0%
COc1ccc(OC(C)C(=O)Nc2ccc(Cl)cc2)cc1 (stereo not drawn)	0.0%
COc1ccccc1NC(=S)NC(=O)c1ccc(F)cc1	15.0%
CC1=NN(c2cccc(C(=O)O)c2)C(=O)/C1=C\c1ccc(-c2ccc3c(c2)COC3=O)o1	16.0%
COc1cccc(C(=O)Nc2cc(C)cc(C)c2)c1	0.0%
O=C(COc1ccc(Cl)cc1Cl)Nc1cccc(NC(=O)c2ccco2)c1	18.0%
COc1cc(C(=O)Nc2ccc(Cl)c(Cl)c2)ccc1OCc1ccc(Cl)cc1	41.0%
O=C(COc1ccccc1)Nc1ccccc1-c1ccccc1	8.0%
O=C(Nc1ccc(Cl)c(Cl)c1)C(=O)NC1CCCC1	1.0%
CSc1nnc2c(n1)OC(c1ccc(-c3cc(Cl)ccc3C)o1)Nc1ccccc1-2 (stereo not drawn)	17.0%
O=C(/C=C/C(=O)Nc1cccc(O)c1)Nc1cccc(O)c1	2.0%
CCn1c(C(O)c2ccc(C)cc2)nc2ccccc21 (stereo not drawn)	5.0%
COc1ccc(/C=N/NC(=O)C2CC2)c(OC)c1OC	10.0%
CCCC1=C(C(=O)OCC)C(c2ccccc2C(F)(F)F)C(C#N)=C(N)O1 (stereo not drawn)	21.0%
CCn1nnnc1-c1ccc(OC)c(S(=O)(=O)Nc2cccc(C(F)(F)F)c2)c1	0.0%
Cc1ccc(-c2nc3cc(NC(=O)/C=C/c4ccco4)ccc3o2)cc1	12.0%
CCOc1ccc(C(=O)N=Nc2c(O)[nH]c3ccc([N+](=O)[O-])cc23)cc1	4.0%
COc1cc(C=Nn2c(-c3ccc(Cl)cc3Cl)n[nH]c2=S)cc(Br)c1O	10.0%
CCOC(=O)c1c(NC(=O)C(C)(C)C)sc(C(=O)Nc2cc(C)ccc2C)c1C	0.0%
Cc1ccccc1NC(=O)/C(C#N)=C\c1ccc(C)c([N+](=O)[O-])c1	19.0%
Cc1ccc(-n2c(C)cc(/C=N/NC(=O)c3cccnc3)c2C)c(C)c1	7.0%
Cc1cc(NC(=O)c2ccc3ccccc3c2)ccc1NC(=O)c1ccccc1	0.0%
Cc1ccc(OCC(=O)N/N=C/c2cccc(Oc3ccccc3)c2)cc1	11.0%
CC(=O)Oc1ccc(C(=O)Nc2cc(Cl)ccc2C(=O)O)cc1	0.0%
CCOC(=O)C1=C(C)N=c2s/c(=C\c3c(OC)ccc4ccccc34)c(=O)n2C1c1ccc2c(c1)OCO2 (stereo not drawn)	12.0%
Cc1cnn(-c2cc(N/N=C/c3ccccc3F)ncn2)c1	11.0%
O=C1NCC(c2ccccc2)C1C(=O)N/N=C\c1cc(Cl)cc(Cl)c1O (stereo not drawn)	8.0%
O=C1CC(c2ccc(Cl)cc2Cl)c2ccc3ccccc3c2N1 (stereo not drawn)	4.0%
Cc1ccc(/C=C(/NC(=O)c2ccccc2I)C(=O)O)o1	7.0%
CC(C)(C)NC(=O)/C=C/c1ccccc1Cl	18.0%
N#Cc1c(/N=C/c2ccc(O)cc2)sc2c1CCCC2	19.0%
Cc1ccccc1CN1CCN(C(=O)c2cccc(Cl)c2)CC1	1.0%
COc1ccc(-c2nc3cc(NC(=O)/C=C/c4cccc([N+](=O)[O-])c4)ccc3o2)cc1Cl	10.0%
COc1ccc(NC(=O)C23CCC4CC(CC(C4)C2)C3)cc1	6.0%
Cc1ccccc1C(=O)N(C)Cc1ccccc1	0.0%
O=C(NCC(O)c1ccccc1)C(=O)NCC(O)c1ccccc1 (stereo not drawn)	0.0%
Cc1ccc(C2/C(=C(\O)c3ccc(F)cc3)C(=O)C(=O)N2CCCCCC(=O)O)cc1 (stereo not drawn)	13.0%
CCOC(=O)c1ccc(N=C2S/C(=C/c3ccc(-c4ccc(Cl)cc4)o3)C(=O)N2C)cc1	21.0%
O=C(c1ccccc1)c1ccccc1C(=O)N1CCCCC1	17.0%
O=C1CC(c2ccccc2Cl)c2ccc3ccccc3c2N1 (stereo not drawn)	2.0%
CCOC(=O)/C=C/COc1ccc2oc(-c3ccccc3)c(C(=O)OCC)c2c1	10.0%
CC(=O)c1cccc(NC(=O)/C(=C\c2cccs2)NC(=O)c2ccccc2)c1	12.0%
CCc1ccc2oc(-c3ccc(NC(=O)c4cc([N+](=O)[O-])ccc4Cl)cc3)nc2c1	17.0%
COc1ccccc1C/C(N)=N/OC(=O)COc1cccc(C)c1	22.0%
C=CCN(CC=C)C(=O)c1ccc(OC)cc1	0.0%
CCSCCOC(=O)C1=C(C)N(C)C(=O)NC1c1cc2c(cc1Br)OCO2 (stereo not drawn)	15.0%
COc1cccc(C(=O)NCCc2nc3ccccc3[nH]2)c1	0.0%

The listing continues:
SMILES	RNase H inhibition
O=C(COC(=O)C1CCN(S(=O)(=O)c2ccc3ccccc3c2)CC1)c1ccc(F)cc1	16.0%
O=c1c2ccccc2nc(/C=C/c2ccco2)n1Cc1ccccc1	18.0%
Cn1c(-c2ccco2)nc2c3ccccc3c3ccccc3c21	7.0%
O=C(NN=C1CCN(Cc2ccccc2)CC1)c1ccc([N+](=O)[O-])cc1	6.0%
COc1ccc(/C=C2\C(=O)NC(=O)N(c3ccccc3C)C2=O)c2ccccc12	24.0%
CCCCCCOc1ccc(N2C(=O)CC(N3CCN(c4ccc(F)cc4)CC3)C2=O)cc1 (stereo not drawn)	6.0%
O=c1c2c([nH]c(=S)n1-c1ccccc1)-c1ccccc1CC21CCCC1	13.0%
CCc1c(C)nc2cc(-c3ccc(I)cc3)[nH]n2c1=O	9.0%
O=C(CC1Sc2ccc(C(F)(F)F)cc2NC1=O)Nc1ccccc1OC(F)F (stereo not drawn)	12.0%
O=C(O)C1Nc2ccc3ccccc3c2C2C=CCC12 (stereo not drawn)	33.0%
Cc1cc(=O)oc2ccc(OCC(=O)Nc3ccc(S(=O)(=O)O)cc3)cc12	12.0%
O=[N+]([O-])c1ccccc1CSc1nnnn1-c1ccccc1	15.0%

Among those listed so far, 2 contain an aryl thioether with sulfur outside any ring.
SMILES	RNase H inhibition
CSc1nnc2c(n1)OC(c1ccc(-c3cc(Cl)ccc3C)o1)Nc1ccccc1-2 (stereo not drawn)	17.0%
O=[N+]([O-])c1ccccc1CSc1nnnn1-c1ccccc1	15.0%

Other results
SMILES	RNase H inhibition
Clc1ccccc1COc1ccc(/C=N/Nc2nc(Nc3ccccc3)nc(N3CCCCC3)n2)cc1	15.0%
Cc1ccc2nc(-c3cc(Cl)c(N)c(Cl)c3)sc2c1	7.0%
CC(NC(=O)C(=O)NCc1ccc(Cl)cc1)c1ccccc1 (stereo not drawn)	0.0%
COc1ccc2ccccc2c1/C=C1/SC(NC(C)=O)=NC1=O	52.0%*
O=C1C2C3C=CC(CC3)C2C(=O)N1/N=C/c1cc([N+](=O)[O-])c(O)cc1O (stereo not drawn)	0.0%
CSc1ccccc1NC(=O)c1cccc(Br)c1	2.0%
O=C(Nc1ccc(F)cc1)Nc1nnc(/C=C/c2ccccc2Cl)s1	3.0%
CCOc1cc(C=C2C(=O)NC(=S)NC2=O)cc(Cl)c1OCc1ccccc1Cl	3.0%
O=C(Nc1ccccc1C(=O)Nc1ccccn1)c1ccco1	9.0%
CC(C)(C)c1ccc(C(=O)N2N=C(c3cccnc3)CC2(O)C(F)(F)F)cc1 (stereo not drawn)	9.0%
CCOC(=O)/C(C#N)=C/c1ccc(-c2cc([N+](=O)[O-])ccc2C)o1	0.0%
COc1cc(/C=C2\N=C(c3cc(OC)c(OC)c(OC)c3)OC2=O)cc(OC)c1OC	4.0%
CC(=O)n1cnc(-c2ccc(N)c([N+](=O)[O-])c2)c1	7.0%
Cc1cc(C)nc(SCC(=O)Nc2nnc(-c3ccccc3)s2)n1	6.0%
O=C(NC(=S)Nc1ccc(I)cc1Cl)c1ccc(Cl)cc1	18.0%
COc1cc(C(=O)n2nc(C)c(Sc3ccccc3)c2C)cc(OC)c1OC	14.0%
COC(=O)C1=C(O)/C(=C/c2ccc(OCC(=O)Nc3ccccc3)cc2)N=C1C	35.0%
COc1cc(OC)c(C=Nc2ccccc2C(=O)Nc2ccccc2)cc1Br	17.0%
O=C(Nc1ccc(-c2nc3ccccc3o2)c(O)c1)c1cccc(OCc2ccccc2)c1	32.0%
Cc1ccc(OCCCNC(C)(C)C)cc1	8.0%
CN1C(=O)/C(=C/c2ccc3c(c2)OCO3)SC1=S	10.0%
CCOc1ccc(C(=O)Nc2cc(-c3nc4ccccc4o3)ccc2OC)cc1[N+](=O)[O-]	22.0%
CCOc1ccc(C(=O)NC(=S)Nc2ccccc2C(F)(F)F)cc1Br	10.0%
C=C(C)C(=O)Oc1cccc(N2C(=O)CCC2=O)c1	8.0%
COc1cccc(-n2c(O)c(C=NCC3CCCO3)c(=O)[nH]c2=O)c1 (stereo not drawn)	7.0%
COC(=O)c1ccc(C2Nc3ccccc3-c3nnc(SC)nc3O2)cc1 (stereo not drawn)	23.0%
Cc1ccc(-c2cc(C(=O)Nc3c(C)cccc3C)c3ccccc3n2)s1	14.0%
CCCC(=O)Nc1ccc(NC(=O)c2ccc(Br)cc2)cc1	9.0%
COC(=O)c1ccc(N2C(=O)NC(=O)/C(=C\c3cccc(Br)c3)C2=O)cc1	14.0%
CCCCOc1ccc(S(=O)(=O)N(Cc2ccccc2)Cc2ccccc2)cc1	10.0%
COc1ccc(/C=N/NS(=O)(=O)c2ccc(C)cc2)c2ccccc12	13.0%
CCOC(=O)C1CCN(C(=O)Nc2cccc(Cl)c2)CC1	8.0%
O=C(NCc1ccccc1)c1cc([N+](=O)[O-])ccc1Cl	15.0%
CCOC(=O)C1=C(C)NC2=C(C(=O)CCC2)C1c1ccc(O)c(OC)c1 (stereo not drawn)	4.0%
CC1(C)Cc2c(sc(N)c2C#N)CO1	6.0%
CC(C)(C)c1nnc(NC(=O)Nc2ccc(Cl)cc2)s1	1.0%
Cc1ccc(-n2[nH]c(C)c(/C=N/NC(=O)c3cccc([N+](=O)[O-])c3)c2=O)cc1C	8.0%
CC1(C)C(c2ccc(Br)cc2)=[N+]([O-])C(C)(C)N1O	15.0%
Cc1cccc(NC(=O)c2cc3cc(Br)ccc3oc2=O)c1	8.0%
CCOc1c(Cl)cc(/C=C2/C(=O)NC(=O)N(c3ccccc3F)C2=O)cc1OC	3.0%
Cc1sc(NC(=O)COc2ccc(Cl)cc2)c(C(=O)OC(C)C)c1C	29.0%
CCOC(=O)C1=C(C)N=c2s/c(=C\c3ccc(-c4ccc(Cl)cc4Cl)o3)c(=O)n2C1c1ccccc1Cl (stereo not drawn)	0.0%
CCCNC(=O)C1CC(=O)N(c2ccc(Cl)cc2)C1 (stereo not drawn)	0.0%
C=CCNc1nc2ccccn2c(=O)c1/C=C1\SC(=S)N(CCc2ccccc2)C1=O	34.0%
O=C(CCC(=O)OCC(=O)c1ccc(Br)cc1)Nc1ccc2ccccc2c1	15.0%
O=C(Nc1ccc(N2CCOCC2)cc1)c1ccccc1Cl	9.0%
CCOc1cccc(NC(=O)/C(C#N)=C/c2cc(C)n(-c3ccc(Cl)cc3)c2C)c1	10.0%
CCN(c1ccccc1)c1nc2nonc2nc1N(C)C	13.0%
CC(=O)c1ccc(NC(=O)CSC(N)=O)cc1	2.0%

Among those listed so far, these have a furan ring, fused or not.
SMILES	RNase H inhibition
Cc1ccc(C(=O)CCNc2cccc(Cl)c2)o1	0.0%
CCOC(=O)c1ccc(Nc2nc3nonc3nc2NCc2ccco2)cc1	14.0%
CC1=NN(c2cccc(C(=O)O)c2)C(=O)/C1=C\c1ccc(-c2ccc3c(c2)COC3=O)o1	16.0%
O=C(COc1ccc(Cl)cc1Cl)Nc1cccc(NC(=O)c2ccco2)c1	18.0%
CSc1nnc2c(n1)OC(c1ccc(-c3cc(Cl)ccc3C)o1)Nc1ccccc1-2 (stereo not drawn)	17.0%
Cc1ccc(-c2nc3cc(NC(=O)/C=C/c4ccco4)ccc3o2)cc1	12.0%
Cc1ccc(/C=C(/NC(=O)c2ccccc2I)C(=O)O)o1	7.0%
CCOC(=O)c1ccc(N=C2S/C(=C/c3ccc(-c4ccc(Cl)cc4)o3)C(=O)N2C)cc1	21.0%
CCOC(=O)/C=C/COc1ccc2oc(-c3ccccc3)c(C(=O)OCC)c2c1	10.0%
O=c1c2ccccc2nc(/C=C/c2ccco2)n1Cc1ccccc1	18.0%
Cn1c(-c2ccco2)nc2c3ccccc3c3ccccc3c21	7.0%
O=C(Nc1ccccc1C(=O)Nc1ccccn1)c1ccco1	9.0%
CCOC(=O)/C(C#N)=C/c1ccc(-c2cc([N+](=O)[O-])ccc2C)o1	0.0%
CCOC(=O)C1=C(C)N=c2s/c(=C\c3ccc(-c4ccc(Cl)cc4Cl)o3)c(=O)n2C1c1ccccc1Cl (stereo not drawn)	0.0%

Screens (PubChem BioAssay)

An excerpt; rates above refer to the full screens.
